Screening results (PubChem)
ABCG2 block – inhibitors of human ABCG2 transporter, ABCB1 counter-screen; Q9UNQ0; IgMXP3 cells, JC-1 efflux, flow cytometry; inhibition, % at 6.6 µM; 190,000 tested, 0.1% active; AID 1325;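 active means inhibition above 80%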;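 further: 0% = DMSO and 100% = nicardipine control wells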
Target sequence (Q9UNQ0 whole entry, looked up): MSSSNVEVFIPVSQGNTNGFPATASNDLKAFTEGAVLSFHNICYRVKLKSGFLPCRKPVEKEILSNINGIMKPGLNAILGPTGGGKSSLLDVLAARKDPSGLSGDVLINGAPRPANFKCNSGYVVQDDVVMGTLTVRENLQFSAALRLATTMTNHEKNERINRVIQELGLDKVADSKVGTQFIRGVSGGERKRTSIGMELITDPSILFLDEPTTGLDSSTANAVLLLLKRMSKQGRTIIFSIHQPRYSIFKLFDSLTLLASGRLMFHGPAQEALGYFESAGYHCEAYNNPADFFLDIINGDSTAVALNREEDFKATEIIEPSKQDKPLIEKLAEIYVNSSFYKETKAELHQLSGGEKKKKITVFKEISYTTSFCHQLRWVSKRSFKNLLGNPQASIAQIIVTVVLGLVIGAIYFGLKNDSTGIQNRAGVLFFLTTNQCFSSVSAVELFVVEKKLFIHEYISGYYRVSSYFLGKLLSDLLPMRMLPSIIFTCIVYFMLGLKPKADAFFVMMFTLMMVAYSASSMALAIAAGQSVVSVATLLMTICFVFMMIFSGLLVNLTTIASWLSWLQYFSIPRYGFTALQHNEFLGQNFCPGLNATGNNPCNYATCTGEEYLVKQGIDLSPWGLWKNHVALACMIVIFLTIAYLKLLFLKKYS
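System: two drug-resistant human cell lines, ABCG2 and ABCB1; controls: nicardipine high and DMSO low controls; times: 10 min exposure at 25 °C with rotation, no wash; detection: flow cytometry of retained JC-1 fluorescence; read-out basis: percent efflux inhibition, scaled nicardipine 100% to DMSO 0%; doses: one concentration, 6.6 µM final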
RGS4-Gao reg – human RGS4-Galphao interaction regulation; Multiplexed bead flow cytometry, RGS4-Galphao binding; actives lie on both sides; 220,000 tested, 0.33% active; P09471; binding response (% of control), % at 10 µM; in the data active means binding response below about 49% or above about 150%; inactive means in between;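 further: fluorescent Galphao activated with aluminum fluoride binding bead-coupled RGS4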
RGS8-Gao – human RGS8-Galphao interaction regulation. P09471. multiplexed bead flow cytometry, RGS8-Galphao binding; actives lie on both sides. response (percent of control binding), % at 10 µM. 220,000 tested, 0.34% active; in the data active means response below about 60% or above about 140%; inactive means in between;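 further: Galphao activated as the GDP aluminium fluoride complex binding bead-coupled RGS8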
Bfl-1 Bim block – disrupts Bim binding to human Bfl-1 | Q16548 | Bead-based flow cytometry, Bim-Bfl-1 binding inhibition | 190,000 tested, 0.12% active | inhibition, % at 10 µM;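 further: 0% = wells without compound plus tracer and 100% = blocker peptide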
Bim-Bcl-2 – human Bim-Bcl-2 interaction inhibition. Bead-based flow cytometry, Bim peptide-Bcl-2 binding. 190,000 tested, 0.06% active. AID 950. inhibition, % at 10 µM. P10415; in the data active means inhibition above about 40%; inconclusive means no clear call, values can overlap the other calls;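 further: 0% = no compound wells with probe peptide and 100% = reference peptide inhibitor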
Bcl-W Bim block – disrupts Bim peptide binding to human Bcl-W. 190,000 tested, 0.02% active. inhibition, % at 10 µM. bead-based flow cytometry;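 further: 0% = bound tracer without compound and 100% = peptide blocker; higher means less fluorescent Bim peptide bound to Bcl-W beads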
RGS7-Gao – modulates binding of RGS7 to human Galphao; P09471; Multiplexed bead flow cytometry; actives lie on both sides; binding response (% of control), % at 10 µM; 220,000 tested, 0.35% active; in the data active means binding response below about 49% or above about 150%; inconclusive means no clear call, values can overlap the other calls; inactive means in between;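 further: fluorescent Galphao held in activated GDP-AlF4 state binding bead-coupled RGS7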
Bcl-B Bim block – human Bim-Bcl-B interaction inhibition. Q9HD36. bead-based flow cytometry, Bim peptide-Bcl-B binding. inhibition, % at 10 µM. 190,000 tested, 0.073% active;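 further: 0% = tracer peptide without compound and 100% = reference inhibitor peptide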
GSH fluor – compound fluoresces at 488/530 nm on GSH beads. GSH beads flow cytometry, compound fluorescence 488/530 nm; hits give high values. fluorescence (KMESF) at 10 µM. 190,000 tested, 0.25% active. AID 1776; in the data active means fluorescence above about 89;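 further: glutathione beads carrying GST-tagged Bcl family fusion proteins plus one bare bead set; values are compound well signal with DMSO vehicle wells as background; inactives centre near 16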
ABCB1 inh – human ABCB1 inhibition, ABCG2 as counter-screen; P08183; CCRF-Adr cells, JC-1 efflux, flow cytometry; inhibition, % at 6.6 µM; 190,000 tested, 0.067% active; AID 1326; in the data active means inhibition above about 40%;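 further: 0% = vehicle and 100% = reference inhibitor; higher value means more JC-1 retained so stronger ABCB1 efflux block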
Bim-Bcl-XL – disrupts Bim peptide binding to human Bcl-XL | Q07817 | inhibition, % at 10 µM | 190,000 tested, 0.04% active | bead flow cytometry, fluorescence
Target sequence (Q07817 whole entry, looked up): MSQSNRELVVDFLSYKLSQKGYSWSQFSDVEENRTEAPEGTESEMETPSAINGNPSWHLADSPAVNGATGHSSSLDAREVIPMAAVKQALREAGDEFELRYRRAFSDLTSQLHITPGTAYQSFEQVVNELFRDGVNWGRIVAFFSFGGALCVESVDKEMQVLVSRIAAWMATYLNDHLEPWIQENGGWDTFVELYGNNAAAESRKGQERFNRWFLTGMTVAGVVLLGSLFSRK
The depositor's hits bear a star; ? = inconclusive. Unless noted, no stated cut-off is given here; in the data, active means inhibition above about 40%.

The opening 2 compounds as a preview:
SMILES	ABCG2 block	RGS4-Gao reg	RGS8-Gao	Bfl-1 Bim block	Bim-Bcl-2	Bcl-W Bim block	RGS7-Gao	Bcl-B Bim block	GSH fluor	ABCB1 inh	Bim-Bcl-XL
CC(=O)N(C)c1ccc(NC(=O)C(F)(F)F)cc1	-1	103	103	1	2	0	104	2	16	-0.3	-2
CCOC(=O)c1nn(-c2ccc3c(c2)OCCO3)cc1O	12	103	102	-3	-4	-1	?	-3	15	1.2	-1

The list itself, repeating the preview:
SMILES	ABCG2 block	RGS4-Gao reg	RGS8-Gao	Bfl-1 Bim block	Bim-Bcl-2	Bcl-W Bim block	RGS7-Gao	Bcl-B Bim block	GSH fluor	ABCB1 inh	Bim-Bcl-XL
CC(=O)N(C)c1ccc(NC(=O)C(F)(F)F)cc1	-1	103	103	1	2	0	104	2	16	-0.3	-2
CCOC(=O)c1nn(-c2ccc3c(c2)OCCO3)cc1O	12	103	102	-3	-4	-1	?	-3	15	1.2	-1
CCOC(=O)c1c(C)n(C)c2c(C)cc(O)c(OC(=O)CC)c12	33	101	105	-14	-3	-2	104	-8	28	2.7	-3
C=C(C)CSc1nnc(-c2ccc(OC)c(OC)c2)n1N	3	101	101	-7	-2	0	101	-2	28	0.3	-7
CC(C)(C)C(=O)NC(=S)Nc1cccc(C(=O)O)c1	3	96	98	-5	-4	0	91	-5	11	0.8	-2
O=C(CCCC(=O)NCC1CCCO1)NCC1CCCO1 (configuration not stated)	2	104	115	1	-2	-1	102	-2	42	0.8	-3
O=C(Nc1cccc(O)c1)c1cnn2cccnc12	5	95	95	2	3	4	92	-1	10	0.2	2
CCCC1CC(C)(C(=O)CSc2n[nH]c(-c3ccccc3)n2)OC1=O (configuration not stated)	0	103	102	-7	-1	3	102	-5	26	0.0	-2
CCc1ccc2c(CC(=O)Nc3nnc(C4CC4)s3)coc2c1	-1	100	102	0	1	1	98	0	24	-0.3	0
O=C(Nc1ccc(F)cc1)C(c1ccccc1)N1CCN(S(=O)(=O)c2ccccc2)CC1 (configuration not stated)	6	96	99	-16	-7	-5	92	-8	20	2.5	-6
Cc1nc2ccccn2c1P(=Nc1ccccc1)(N(C)C)N(C)C	-1	101	100	-1	-3	-2	100	-2	13	-0.1	0
CNC(=O)C1CC(=O)N(Cc2ccccc2)C(=Nc2ccc(OC)cc2)S1 (configuration not stated)	0	101	99	-10	-2	2	101	-1	23	0.3	-2
CCc1[nH]nc(C(=O)N2CCCC(CCC(=O)N3CCN(c4ccccn4)CC3)C2)c1C (configuration not stated)	-1	106	108	-4	-3	1	106	-1	16	-0.7	-2
CCOC(=O)CCSc1nc(-c2ccc3c(c2)OCO3)cc(C(F)(F)F)c1C#N	6	104	99	-3	0	-2	102	-5	11	0.4	-4
COCC(=O)N1CCN(c2cccc(Cl)c2)CC1	0	98	99	3	0	-5	98	-2	11	-0.5	-3
C[C@@H](CN1C2=NC[C@H](Cc3ccc(O)cc3)N2C[C@H]1Cc1ccc(O)cc1)NC(=O)CCC1CCCCC1	1	108	104	-5	-2	1	103	-9	22	1.0	0
COc1ccc(CSCCc2n[nH]c(=S)n2-c2ccccc2)cc1C	-9	99	89	0	-4	0	?	-12	19	-1.6	-4
O=C(Nc1ccc(Cl)cc1C(=O)NCC1CCCO1)c1ccc(Cl)cc1Cl (configuration not stated)	6	101	99	7	-3	5	102	8	17	0.5	4
CCSc1nnc(NC(=O)/C=C/c2ccco2)s1	14	103	100	0	-3	-1	104	-3	19	0.0	3
CC(=O)c1c(N2CCOCC2)nc(=S)n(Cc2ccccc2)c1C	1	101	102	-13	-9	-1	106	-13	18	0.1	-5
O=C(Nc1ccc2nccnc2c1)c1cnccn1	1	100	101	-8	-1	1	101	-3	7	0.3	-2
CCOC(=O)c1ccc(N=c2scc(C)n2CC)cc1	17	98	99	1	-1	2	?	-5	24	1.9	0
O=C(O)c1ccccc1-c1nc2ccccc2c(=O)n1O	3	97	102	-12	-5	-1	95	-7	11	0.3	-3
Cc1ccccc1C(=O)Nc1cccc(-c2nnc(SCC(=O)O)n2C)c1	4	93	95	-6	-4	0	95	-3	50	0.7	-2
O=C(OCc1c(F)cccc1Cl)c1cnccn1	1	104	101	-1	-5	0	103	-1	10	0.1	0

Retrieved one by one from the entries so far:
SMILES	ABCG2 block	RGS4-Gao reg	RGS8-Gao	Bfl-1 Bim block	Bim-Bcl-2	Bcl-W Bim block	RGS7-Gao	Bcl-B Bim block	GSH fluor	ABCB1 inh	Bim-Bcl-XL
CNC(=O)C1CC(=O)N(Cc2ccccc2)C(=Nc2ccc(OC)cc2)S1 (configuration not stated)	0	101	99	-10	-2	2	101	-1	23	0.3	-2
C[C@@H](CN1C2=NC[C@H](Cc3ccc(O)cc3)N2C[C@H]1Cc1ccc(O)cc1)NC(=O)CCC1CCCCC1	1	108	104	-5	-2	1	103	-9	22	1.0	0
Cc1ccccc1C(=O)Nc1cccc(-c2nnc(SCC(=O)O)n2C)c1	4	93	95	-6	-4	0	95	-3	50	0.7	-2
O=C(Nc1cccc(O)c1)c1cnn2cccnc12	5	95	95	2	3	4	92	-1	10	0.2	2
CCOC(=O)CCSc1nc(-c2ccc3c(c2)OCO3)cc(C(F)(F)F)c1C#N	6	104	99	-3	0	-2	102	-5	11	0.4	-4
CCSc1nnc(NC(=O)/C=C/c2ccco2)s1	14	103	100	0	-3	-1	104	-3	19	0.0	3

Next records follow:
SMILES	ABCG2 block	RGS4-Gao reg	RGS8-Gao	Bfl-1 Bim block	Bim-Bcl-2	Bcl-W Bim block	RGS7-Gao	Bcl-B Bim block	GSH fluor	ABCB1 inh	Bim-Bcl-XL
COC(=O)COc1ccc(S(=O)(=O)N2CCc3ccccc3C2)cc1	0	97	102	-9	-3	3	98	-7	37	-0.4	-13
CC(=O)Nc1ccc(S(=O)(=O)NCC(CCC(=O)O)C(F)(F)F)cc1 (configuration not stated)	3	100	100	-3	0	0	99	0	15	0.5	2
N/C(=N\OC(=O)c1ccc2ccccc2c1)c1ccc(Br)cc1	-2	100	101	-10	-2	-2	98	-3	13	-0.4	-2
Cc1c(C)c2cc(Cl)c(O)c(CN3CCCC(C)C3)c2oc1=O (configuration not stated)	2	96	100	-6	0	-3	95	-1	52	0.4	-3
c1ccc(Cn2nnnc2CN2CCN(Cc3ccc4c(c3)OCO4)CC2)cc1	-1	103	101	-11	-8	2	100	-7	11	-0.2	-4
CCOC(=O)c1ccccc1N/C=C1\CCCCC1=O	11	95	98	0	1	0	94	1	9	1.9	-2
CC(C)N(C(=O)COC(=O)CNC(=O)c1ccc(Br)cc1)c1ccccc1	16	101	101	-1	-1	-6	99	-6	11	-0.2	-7
CCn1c2ccccc2c2cc(NC(=O)COC(=O)c3cc(S(=O)(=O)N4CCCCC4)ccc3Cl)ccc21	-10	96	96	-16	-6	-3	94	-2	10	3.2	-2
CCOC(=O)CN1C(=O)C(Sc2n[nH]c(-c3ccccc3)n2)CCc2ccccc21 (configuration not stated)	4	106	100	-10	-6	-4	100	-6	12	1.5	-6
CCCCCC(=O)Nc1ccc(S(=O)(=O)Nc2nccnc2OC)cc1	2	101	100	-1	-6	-1	101	0	5	0.7	-1
O=C(O)CN1C(=O)c2ccc(Oc3cccc4c3C(=O)N(CC(=O)O)C4=O)cc2C1=O	1	103	102	-1	-1	0	100	-1	10	0.2	-1
CCCN(CC(=O)Nc1ccc(OC)c(OC)c1)CC(=O)Nc1ccc(F)c(F)c1F	4	99	102	-2	-2	0	101	-1	16	0.7	0
CC(=O)Oc1ccc(-c2cccc(C(=O)NCCO)c2)cc1	-2	101	101	-6	-3	-1	103	-1	17	-1.9	-7
O=S(=O)(Nc1nc2ccccc2nc1NCc1ccco1)c1cccs1	-2	100	101	-9	-2	-1	98	-6	26	-0.4	-3
CN(/N=C/C=C/c1ccccc1)C1=NS(=O)(=O)c2ccccc21	-5	108	106	-6	6	19	108	8	8	-0.5	33
O=C(CSc1nc2ccccc2n1CC(=O)N1CCCC1)N1CCN(C(=O)c2ccco2)CC1	-3	104	102	-2	1	3	103	0	9	-0.5	-3
O=C(CCS(=O)(=O)c1cccc2nonc12)NCCc1ccccc1Cl	6	100	104	-9	-9	0	100	-7	31	1.0	2
COC(=O)C1=C(C)C(c2cccs2)NC(=O)N1C (configuration not stated)	3	105	94	-13	-13	0	105	-5	21	0.6	-1
O=C(O)C1=C[C@@H](c2csc3ccccc23)C[C@@H](OCc2ccc(CO)cc2)O1	0	100	101	-5	-2	-3	101	-1	18	0.1	0
Cc1nnc(SCC(=O)N2CCOCC2)s1	0	99	101	-1	-3	-1	98	-5	21	0.0	0
COc1cccc(C(=O)Oc2cc(N)n(S(=O)(=O)c3ccc(C)cc3)n2)c1OC	8	98	100	-1	-1	-2	95	0	18	2.6	0
O=C(NNC(=O)c1ccncc1)NC1CCCCC1	2	105	103	-7	-4	-1	99	-4	15	0.5	-2
COC(=O)c1sccc1NC(=O)c1cccc(OC)c1	6	92	98	-8	-5	3	94	-8	45	0.9	-11
Cc1ccc(/C(O)=C2/C(=O)C(=O)N(Cc3cccnc3)C2c2ccccn2)cc1 (configuration not stated)	0	101	102	-10	-9	0	104	-7	23	-0.1	-7
CC(=O)Nc1nc2c(c3c1c(=O)oc1ccccc13)CC(C)CC2 (configuration not stated)	13	100	100	-2	-2	-5	99	-3	26	0.4	-6

The list continues.
SMILES	ABCG2 block	RGS4-Gao reg	RGS8-Gao	Bfl-1 Bim block	Bim-Bcl-2	Bcl-W Bim block	RGS7-Gao	Bcl-B Bim block	GSH fluor	ABCB1 inh	Bim-Bcl-XL
COC(=O)C(O)(CC(=O)Nc1ccc(OC(F)(F)F)cc1)C(F)(F)F (configuration not stated)	0	111	103	1	0	-2	104	1	21	0.0	-1
COc1ccc(S(=O)(=O)N(C)c2ccc(C(=O)NCC3CCCO3)cc2)cc1 (configuration not stated)	18	103	100	-8	-9	2	100	-6	13	0.8	-2
CN(CC(=O)NCc1cccs1)S(=O)(=O)c1cccc2nsnc12	1	89	95	-3	-1	0	91	3	10	0.4	0
CCc1nnc(NC(=O)c2cc(-c3ccco3)nc3ccccc23)s1	2	103	105	8	4	6	99	0	9	0.2	2
CCN(CC)C(=O)C1CCCN(c2ncnc3c2cnn3-c2cccc(C)c2)C1 (configuration not stated)	2	99	102	-12	-5	6	101	-1	6	0.8	1
COc1ccc(NC(=O)c2n[nH]c(=O)c3ccccc23)cc1S(=O)(=O)N1CCCCC1	19	104	102	-3	-1	-5	101	-11	10	-0.1	-8
O=C(CN1CCOCCOCCOCCOCC1)Nc1ccccc1	1	98	98	-1	2	-1	97	0	17	1.1	2
Cc1nn(C)cc1/C=N\NC(=O)Cc1ccc([N+](=O)[O-])cc1	1	116	120	1	2	0	118	0	10	0.1	1
Nc1cc(Cl)c(N)cc1Cl	0	97	100	-8	-9	1	95	-5	17	-0.1	-8
Cc1cc2nc(SCCN3CCCC3)[nH]c2cc1C	2	100	99	-1	0	-5	100	2	12	0.5	-1
